# MrgX1 PAM: positive allosteric modulators of MrgX1, primary screen, HEK293 cells, Fluo-4 calcium flux; Mas-related G-protein coupled receptor member X1 (Homo sapiens), Q96LB2; FDSS; active compounds read high; B-score at 10 µM; 310,000 tested, 0.63% active;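 active means plate-corrected calcium response at least 3 library SD above typical, normal starting fluorescence, not activating the receptor alone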;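 further: compound read alongside a low EC10 to EC30 dose of BAM8-22 agonist; peak minus trough fluorescence over baseline measured at the second addition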
# Target sequence (Q96LB2 whole entry, looked up): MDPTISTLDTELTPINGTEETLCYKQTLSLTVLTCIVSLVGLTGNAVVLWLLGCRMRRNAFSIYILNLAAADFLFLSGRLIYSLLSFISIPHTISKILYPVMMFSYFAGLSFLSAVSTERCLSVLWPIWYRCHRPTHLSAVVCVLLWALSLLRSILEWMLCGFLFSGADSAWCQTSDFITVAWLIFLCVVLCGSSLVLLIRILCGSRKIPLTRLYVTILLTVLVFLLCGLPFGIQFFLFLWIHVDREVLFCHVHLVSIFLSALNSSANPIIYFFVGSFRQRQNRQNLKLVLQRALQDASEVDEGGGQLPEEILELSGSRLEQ
# MrgX1 agonist: agonists of human MrgX1 receptor, primary screen, HEK293 cells, Fluo-4 calcium flux. B-score at 10 µM. AID 588627, 2011. Mas-related G-protein coupled receptor member X1 (Homo sapiens), Q96LB2. 310,000 tested, 0.44% active. Fluo-4 calcium fluorescence, agonist mode; active compounds read high;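 active means calcium response B-score plate-corrected fluorescence ratio at least 3 library SD, with starting fluorescence B-score inside 5 SD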
#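 System – MrgX1-expressing HEK293 cells · Incubation – cells plated overnight, dye loaded 0.5 h 37 °C, 0.5 h room temperature · Technique – kinetic Fluo-4 NW fluorescence of intracellular calcium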
# TRPC6 inh: mouse TRPC6 channel inhibitors, primary screen, cell-based, HEK293, membrane potential dye. Short transient receptor potential channel 6 (Mus musculus), Q61143. ACh-evoked depolarization; active compounds read low. B-score at 10 µM. 310,000 tested, 1.1% active. AID 2553, 2010;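 active means B-score under library mean minus 3 SD, initial fluorescence not abnormally high, positive integrated signal ratio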;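 further: B-score derived from integrated fluorescence ratio over the kinetic read; more negative B-score means stronger inhibition of depolarization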
# TRPC4 block: inhibitors of mouse TRPC4 channel, primary screen, Fluo4 calcium, HEK293 TRPC4beta/mu-opioid cells; DAMGO-evoked Fluo4 calcium flux; active compounds read low; B-score at 10 µM; AID 2247, 2010; 300,000 tested, 0.39% active; Short transient receptor potential channel 4 (Mus musculus), Q9QUQ5;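 active means B-score over 3 SD under the library average, no early fluorescence shift, positive overall ratio signal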
#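 Assay system – HEK293 line stably carrying TRPC4beta and mu-opioid receptor · Doses – single dose · Detection – Fluo4 calcium-dye fluorescence, kinetic read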
# TRPC4 act: activators of mouse TRPC4 channel, primary screen, Fluo4 calcium, HEK293 TRPC4beta/mu-opioid cells. Short transient receptor potential channel 4 (Mus musculus), Q9QUQ5. Fluo4 calcium fluorescence; active compounds read high. B-score at 10 µM. 310,000 tested, 0.49% active. AID 2237, 2010;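 active means B-score above 5 SD of library B-scores, and initial fluorescence ratio not above library mean plus 5 SD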;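 further: positive B-score marks a calcium rise read as TRPC4 activation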
#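 System: HEK293 cells stably co-expressing mouse TRPC4beta and mu-opioid receptor; Schedule: Fluo4 dye loading 45 min at room temperature, 110 s recording; Detection: Fluo4 fluorescence, kinetic; Evaluation: B-scored integrated calcium fluorescence ratio; Controls: buffer (low) and maximal DAMGO (high).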
# TRPC4 PAM: positive allosteric modulators of TRPC4, primary screen, cell-based, mouse TRPC4beta, HEK293 mu-opioid, Fluo-4 calcium. DAMGO EC20, Fluo-4 Ca2+ flux; active compounds read high. B-score at 10 µM. 310,000 tested, 0.42% active;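 active means B-score of calcium response area above 5 SD of library B-scores, with initial fluorescence ratio within 5 SD of library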;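 further: B-score of integrated fluorescence ratio over time as area under calcium response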
# TRPC6 activator: mouse TRPC6 channel activators, primary screen, cell-based, HEK293, membrane potential dye; 310,000 tested, 0.13% active; HEK293-TRPC6 membrane potential dye fluorescence; active compounds read high; Short transient receptor potential channel 6 (Mus musculus), Q61143; B-score at 10 µM;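 active means B-score of the integrated fluorescence ratio above library mean plus 3 SD, and starting fluorescence ratio within library mean plus 5 SD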;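 further: higher score means more depolarization so channel activation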
# MrgX1 antagonist: antagonists of human MrgX1 receptor, primary screen, HEK293 cells, Fluo-4 calcium flux; BAM8-22 antagonism; active compounds read low; 310,000 tested, 1.3% active; B-score at 10 µM;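 active means calcium-response B-score plate-corrected more than 3 library SD below zero, starting fluorescence within 5 deviations, no agonist response on first addition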;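 further: peak minus trough fluorescence over baseline after final BAM8-22 challenge near maximal dose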
# ANO1 block: TMEM16A chloride channel inhibitors, primary screen, cell-based, HTS. HEK293 TMEM16A/YFP iodide influx fluorescence, ionomycin. normalized B-score (activity score, 25-100; higher = stronger inhibition) at 10 µM. Anoctamin-1 (Mus musculus), Q8BHY3. 310,000 tested, 1.2% active;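 active means ratio plate-corrected score three or more library SD toward inhibition, starting fluorescence score within five deviations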;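 further: score derived from kinetic fluorescence span divided by baseline fluorescence per well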
# RGS4 inh: RGS4 inhibitors, primary screen, cell-based, HEK293 M3R inducible RGS4, calcium flux. Regulator of G-protein signaling 4 (Homo sapiens), P49798. Fluo-4 calcium flux; active compounds read high; triggered by carbachol at its EC20. B-score at 10 µM. 310,000 tested, 0.45% active;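 active means B-score, a plate-corrected calcium signal, over three deviations above library mean, with baseline fluorescence within five deviations of library mean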;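 further: RGS4 expression induced by doxycycline in cells with stable M3 receptor; B-score is computed from the integrated fluorescence ratio over baseline after carbachol; higher B-score means a larger calcium signal and so more RGS4 inhibition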
# Target sequence (P49798 whole entry, looked up): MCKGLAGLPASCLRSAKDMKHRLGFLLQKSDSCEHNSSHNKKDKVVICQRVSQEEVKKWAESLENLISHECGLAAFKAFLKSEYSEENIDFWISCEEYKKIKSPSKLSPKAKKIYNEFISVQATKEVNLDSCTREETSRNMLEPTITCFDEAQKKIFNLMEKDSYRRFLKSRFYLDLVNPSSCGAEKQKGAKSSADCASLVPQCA
# TMEM16A act: TMEM16A chloride channel activators or potentiators, primary screen, cell-based, HTS. Anoctamin-1 (Mus musculus), Q8BHY3. B-score at 10 µM. HEK293 TMEM16A/YFP-H148Q/I152L, iodide quench fluorescence; active compounds read low. 340,000 tested, 0.3% active;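 active means fluorescence-ratio B-score plate-corrected deviation score at least 3 library SD below zero, with starting fluorescence score within 5 deviations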;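 further: channel opened by trigger with iodide after compound preincubation; score built on the fluorescence ratio of max minus min over baseline; more negative score means more quench and so TMEM16A activation or potentiation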
# * marks the source's active call; other numbers are inactive results; i = inactive.
SMILES,MrgX1 PAM,MrgX1 agonist,TRPC6 inh,TRPC4 block,TRPC4 act,TRPC4 PAM,TRPC6 activator,MrgX1 antagonist,ANO1 block,RGS4 inh,TMEM16A act
Cc1noc(C)c1S(=O)(=O)Nc1ccc(C(=O)N2CCCCC2)cc1,i,i,i,i,i,i,i,i,i,i,i
CCOC(=O)c1ccc(N(CC(=O)NC2CCCC2)C(=O)CNC(=O)c2ccco2)cc1,i,i,i,i,i,i,i,i,i,i,i
COc1cccc(CNCC(=O)Nc2ccc(N3CCOCC3)cc2)c1,i,i,i,i,i,i,i,i,i,i,i
CCOC(=O)c1c(C)cc(C)[nH]c1=O,i,i,i,i,i,i,i,i,i,i,i
CCn1c(COc2cccc(C)c2)nc2ccccc21,i,i,i,i,i,i,i,i,i,i,i
C/C(=N\Nc1ccc([N+](=O)[O-])cc1)c1ccc(-n2nncc2C)cc1,i,i,i,i,i,i,i,i,i,i,i
O=C(c1ccccn1)N1N=C2/C(=C/c3ccccc3)CCCC2C1c1ccccc1 (configuration not stated),i,i,i,i,i,i,i,i,i,i,i
COC(=O)c1ccccc1Oc1ccc(NC(=O)CCCl)cc1,i,i,i,i,i,i,i,i,i,i,i
COc1ccc(NC(=O)Nc2cccc(Cl)c2Cl)c(OC)n1,i,i,i,i,i,i,i,i,i,i,i
Cc1cc(NC(=O)c2ccc(Br)o2)ccc1NC(=O)c1ccco1,i,i,i,i,i,i,i,i,i,i,i
C=C(c1ccc(OC)cc1)c1ccc(OC)cc1,i,i,i,i,i,i,i,i,i,i,i
CCSc1nnc(NC(=O)c2cccs2)s1,i,i,i,i,i,i,i,i,i,i,i
COc1ccccc1N1CCN(CCCNC(=O)Nc2ccccc2C)CC1,i,i,i,i,i,i,i,i,i,i,i
Cc1ccc(N=C2NC(=O)C(CC(=O)O)S2)cc1 (configuration not stated),i,i,i,i,i,i,i,i,i,i,i
O=C(COc1ccc2c3c(c(=O)oc2c1)CCCC3)NCc1ccncc1,i,i,i,i,i,i,i,i,i,i,i
O=c1c2ccccc2nc(N/N=C/c2ccccc2)n1O,i,i,i,i,i,i,i,i,i,i,i
Cc1ccccc1OCc1nnc(SCC(=O)Nc2ccc3c(c2)oc2ccccc23)n1C,i,i,i,i,i,i,i,i,i,5.1*,i
Cc1ccccc1NC(=O)COc1nsnc1N1CCOCC1,i,i,i,i,i,i,i,i,i,i,i
COc1ccc(N(C)C(=O)Cn2c(=O)oc3ccccc32)c(OC)c1,i,i,i,i,i,i,i,i,i,i,i
O=C(CSc1nnc(-c2ccccn2)o1)Nc1ccccc1Cl,i,i,i,i,i,i,i,i,i,i,i
CC1(C)COC(/C=C/c2cccc([N+](=O)[O-])c2)=N1,i,i,i,i,i,i,i,i,i,i,i
O=C(c1ccc(F)cc1)N(Cc1ccco1)C1CCS(=O)(=O)C1 (configuration not stated),i,i,i,i,i,i,i,i,i,i,i
CC1CC(C)CN(c2nc(N(C)c3ccccc3)nc(N)c2[N+](=O)[O-])C1 (configuration not stated),i,i,i,i,i,i,i,i,25*,i,i
CC(C)C(c1nnnn1Cc1ccco1)N1CCN(C2CCCC2)CC1 (configuration not stated),i,i,i,i,i,i,i,i,i,i,i
Cc1ccc(/C=N\NC(=O)c2cncc(Br)c2)o1,i,i,i,i,i,i,i,i,i,i,i
CC(=O)Oc1cc(O)c2c(=O)c(OC(C)=O)c(-c3ccc(OC(C)=O)c(OC(C)=O)c3)oc2c1,8*,i,i,i,i,i,i,i,i,i,i
Cc1onc(-c2ccccc2)c1C(=O)OCc1nnc(-c2ccccc2)o1,i,i,i,i,i,i,i,i,i,i,i
COC(=O)[C@H](C)NC(=O)Nc1cccc(C)c1,i,i,i,i,i,i,i,i,i,i,i
COc1cccc(/C=N/NC(=O)CSc2nnc(C)n2-c2ccccc2)c1OC,i,i,i,i,i,i,i,i,i,i,i
N#C/C(=C\c1ccc(-c2cccc([N+](=O)[O-])c2)o1)C(=O)N1CCOCC1,i,i,i,i,i,i,i,i,i,i,i

# Single records (already shown).
# Record of N#C/C(=C\c1ccc(-c2cccc([N+](=O)[O-])c2)o1)C(=O)N1CCOCC1 = MrgX1 PAM = i; MrgX1 agonist = i; TRPC6 inh = i; TRPC4 block = i; TRPC4 act = i; TRPC4 PAM = i; TRPC6 activator = i; MrgX1 antagonist = i; ANO1 block = i; RGS4 inh = i; TMEM16A act = i
# Record of Cc1ccc(/C=N\NC(=O)c2cncc(Br)c2)o1 = MrgX1 PAM = i; MrgX1 agonist = i; TRPC6 inh = i; TRPC4 block = i; TRPC4 act = i; TRPC4 PAM = i; TRPC6 activator = i; MrgX1 antagonist = i; ANO1 block = i; RGS4 inh = i; TMEM16A act = i

# Next part
SMILES,MrgX1 PAM,MrgX1 agonist,TRPC6 inh,TRPC4 block,TRPC4 act,TRPC4 PAM,TRPC6 activator,MrgX1 antagonist,ANO1 block,RGS4 inh,TMEM16A act
O=C(N/N=C/c1cccnc1)c1ccccc1OCc1ccc(Br)cc1,i,i,i,i,i,i,i,i,i,i,i
COC(=O)c1ccc(N2CCN(C(C)=O)CC2)c(NC(=O)COc2ccccc2C)c1,i,i,i,i,i,i,i,i,i,i,i
Cc1ccc(NC(=O)CSc2nnc(-c3ccccc3C)o2)cc1C,i,i,i,i,i,i,i,i,i,i,i
O=c1oc2ccccc2cc1N1CCOCC1,i,i,i,i,i,i,i,i,i,i,i
C/C(CC(=O)Nc1ccc(C)c(Cl)c1)=N\NC(=O)c1ccco1,i,i,i,i,i,i,i,i,i,i,i
CC(C)c1ccc2[nH]c3nc(SCC(=O)N4CCOCC4)nnc3c2c1,i,i,i,i,i,i,i,i,i,i,i
NC(=O)C1CCN(S(=O)(=O)c2cc3c4c(c2)CCN4C(=O)CC3)CC1,i,i,i,i,i,i,i,i,i,i,i
O=C(CN(C(=O)CCC(=O)Nc1nccs1)c1ccc2c(c1)OCO2)NCc1ccc(F)cc1,i,i,i,i,i,i,i,i,i,i,i
c1ccc(COC2CCCN(Cc3nc(-c4cnccn4)no3)C2)cc1 (configuration not stated),i,i,i,i,i,i,i,i,i,i,i
O=C(CN1CCN(c2ccccc2)CC1)NC(=O)NCc1ccco1,i,i,i,i,i,i,i,i,i,i,i
Cc1ccc(N(CC(=O)NCc2ccc(F)cc2)S(=O)(=O)c2cccs2)cc1,i,i,i,i,i,i,i,i,i,i,i
CCOC(=O)c1sc2ncn(/N=C/c3ccc(O)c(OC)c3)c(=O)c2c1C,i,i,i,i,i,i,i,i,i,i,i
CC(C)OC(=O)c1ccc(COC(=O)c2cccc(-c3nnc(-c4ccccc4)o3)c2)cc1,i,i,i,i,i,i,i,i,i,i,i
Cc1ccc(S(=O)(=O)N2CCN(C(=O)CSc3ccc(Cl)cc3)CC2)cc1,i,i,i,i,i,i,i,i,i,i,i
CN(CCC(=O)Nc1cc(S(=O)(=O)N(C)C)ccc1Cl)CC(=O)Nc1ccc(F)cc1,i,i,i,i,i,i,i,i,i,i,i
Cc1cc(C)c(NC(=O)COC(=O)C2=COCCO2)c(Cl)c1,i,i,i,i,i,i,i,i,i,i,i
O=C(CN1CCCC1)N1CCCC(c2ccc(F)cc2)c2ccc(F)cc21 (configuration not stated),i,i,i,i,i,i,i,i,i,i,i
O=C(CN1C(=O)c2ccccc2S1(=O)=O)NCc1ccc2c(c1)OCO2,i,i,i,i,i,i,i,i,i,i,i
COc1ccccc1NC(=O)CN1CCN(C(=O)C2CCCO2)CC1 (configuration not stated),i,i,i,i,i,i,i,i,i,i,i
Cc1cc(OCC(=O)N(Cc2ccccc2)C2CCS(=O)(=O)C2)ccc1Cl (configuration not stated),i,i,i,i,i,i,i,i,i,i,i
O=S(=O)(/N=C(/NNS(=O)(=O)c1ccccc1)c1ccccc1)c1ccccc1,i,i,i,i,i,i,i,i,i,i,i
O=C1CSC(c2ccccc2Cl)N1 (configuration not stated),i,i,i,i,i,i,i,i,i,i,i
CCCCN(C)CCCNC(=O)c1ccc(N2CCCC2=O)cc1,i,i,i,i,i,i,i,i,i,i,i
CC(=O)c1cccc(OCC(O)CNCC2CCCCC2)c1 (configuration not stated),i,i,i,i,i,i,i,i,i,i,i
CC1CCCCC1NC(=O)/C(C#N)=C/C=C/c1ccccc1[N+](=O)[O-] (configuration not stated),i,i,i,i,i,i,i,i,i,i,i
Cc1cccc(CC2S/C(=N/c3ccccn3)NC2=O)c1 (configuration not stated),i,i,i,i,i,i,i,i,i,i,i
Cc1ccc2c(Cn3ccnc3)cc(=O)oc2c1C,i,i,i,i,i,i,i,i,i,i,i
COc1ccc(/C=C(\NC(=O)c2ccco2)C(=O)Nc2ccc(C(C)=O)cc2)cc1,i,i,i,i,i,i,i,i,i,i,i
CCOC(=O)CN1CC23C=CC(O2)C(C(=O)Nc2ccc(F)c(C)c2)C3C1=O (configuration not stated),i,i,i,i,i,i,i,i,i,i,i
Cc1ccc(CN2C(=O)CCC2C(=O)NCC2CCCO2)cc1 (configuration not stated),i,i,i,i,i,i,i,i,i,i,i
O=C(Nc1ccc(O)cc1)/C(=C/c1ccco1)NC(=O)c1ccccc1,i,i,i,i,i,i,i,i,i,i,i
N#C/C(=C\c1ccccc1OCc1ccc(C(=O)O)cc1)C(=O)Nc1ccc(O)cc1,i,i,i,i,i,i,i,i,i,6.9*,i
COc1ccc(CCNS(=O)(=O)CCNC(=O)c2ccc(OC)cc2)cc1,i,i,i,i,i,i,i,i,i,i,i
CC(C)OC(=O)CSc1nnc(COc2ccc([N+](=O)[O-])cc2)n1C,i,i,i,i,i,i,i,i,i,i,i

# Screens: PubChem BioAssay, Johns Hopkins Ion Channel Center
